Screening results: PubChem BioAssay, University of Pittsburgh Molecular Library Screening Center
PLK1 inh: human PLK1 kinase inhibitors, primary screen, biochemical, TR-FRET | Serine/threonine-protein kinase PLK1 (Homo sapiens), P53350 | recombinant PLK1 kinase, TR-FRET peptide phosphorylation | inhibition, % at 10 µM | hit rate 0.53% among 97,000 | AID 619, 2007;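 active = inhibition of 50% or more in the single-concentration screen; inactive = inhibition below 50%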;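 note: 0% = DMSO max control and 100% = H-89 dihydrochloride min control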
Target sequence (P53350 whole entry, looked up): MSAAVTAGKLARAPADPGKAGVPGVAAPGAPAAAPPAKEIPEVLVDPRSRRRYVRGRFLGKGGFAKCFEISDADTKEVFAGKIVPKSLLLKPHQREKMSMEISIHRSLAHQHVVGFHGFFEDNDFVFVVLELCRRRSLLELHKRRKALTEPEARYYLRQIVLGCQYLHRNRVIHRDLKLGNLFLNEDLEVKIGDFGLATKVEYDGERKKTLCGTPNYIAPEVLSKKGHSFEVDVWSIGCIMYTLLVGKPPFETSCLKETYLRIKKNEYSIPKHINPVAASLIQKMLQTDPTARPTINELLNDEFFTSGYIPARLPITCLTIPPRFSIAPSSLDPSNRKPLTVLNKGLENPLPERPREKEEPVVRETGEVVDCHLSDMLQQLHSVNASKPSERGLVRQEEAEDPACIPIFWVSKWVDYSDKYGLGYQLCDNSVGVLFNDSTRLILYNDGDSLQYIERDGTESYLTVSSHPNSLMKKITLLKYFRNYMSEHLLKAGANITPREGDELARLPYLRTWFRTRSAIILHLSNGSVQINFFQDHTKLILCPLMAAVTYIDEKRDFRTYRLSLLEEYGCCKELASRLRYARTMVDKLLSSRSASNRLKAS
Numbers without * were called inactive.

| No. | PLK1 inh | structure |
| --- | --- | --- |
| 1 | -11 | COc1cc(C2C(C(=O)c3ccc(C)o3)=C(O)C(=O)N2c2cc(C)on2)cc(OC)c1OC (stereo not drawn) |
| 2 | -4 | CCOc1cc(/C=N/NC(N)=O)cc(Br)c1OCc1ccccc1 |
| 3 | -9 | O=[N+]([O-])c1ccc(N2CCCCC2)nc1 |
| 4 | -9 | CC1CCN(c2ccc(S(=O)(=O)Nc3cc(C(=O)O)cc(C(=O)O)c3)cc2[N+](=O)[O-])CC1 |
| 5 | -8 | C=C(C)CNC(=S)N/N=C\c1ccc2c(c1)OCO2 |
| 6 | -16 | N/C(=N\OC(=O)COc1ccccc1)c1cccnc1 |
| 7 | -9 | CCN(CC)c1ccc(C=C2C(=O)OC(C)(C(C)(C)C)OC2=O)cc1 (stereo not drawn) |
| 8 | -4 | O=C(Nc1ccc(Cl)cc1Cl)c1cccc(N2C(=O)C=CC2=O)c1 |
| 9 | -9 | CCOC(=O)C1=C(O)/C(=C/c2ccc(-c3ccccc3C(=O)O)o2)SC1=Nc1ccc(C)cc1 |
| 10 | -7 | Cc1cc(C)cc(OCC(O)CN2CCC(CN3C(=O)c4cccc5cccc(c45)C3=O)CC2)c1 (stereo not drawn) |
| 11 | -4 | Cc1ccc(C(=O)N/C(=C\c2ccccc2)C(=O)NCc2ccncc2)cc1 |
| 12 | -2 | CCCCc1c(C)nc2ccc(OC)cc2c1SCCC(=O)O |

Some of the entries so far, field by field.
6) N/C(=N\OC(=O)COc1ccccc1)c1cccnc1
  PLK1 inh: -16
11) Cc1ccc(C(=O)N/C(=C\c2ccccc2)C(=O)NCc2ccncc2)cc1
  PLK1 inh: -4
12) CCCCc1c(C)nc2ccc(OC)cc2c1SCCC(=O)O
  PLK1 inh: -2
2) CCOc1cc(/C=N/NC(N)=O)cc(Br)c1OCc1ccccc1
  PLK1 inh: -4

Some of the compounds tested (hit frequency here may not be typical).
